BAZ2B block: blocks human BAZ2B; AlphaScreen BAZ2B-H3K14Ac peptide displacement; Potency, µM (top dose mostly 114 µM), inactives show at the top dose activity change, negative = inhibition, most hits filed as inhibitors; actives 4.4% (n = 360,000); also: potency is read from the fitted curve at half-maximal effect; % is scaled to controls: 0 for no effect and ±100 for the full control effect; nearly all actives have a fitted effect of over 60% in size
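Protein-peptide AlphaScreen: BAZ2B 50 nM, b-H3K14Ac 50 nM, 1x PBS pH 7.4 + 0.01% Tween-20. Preincubation 30 min RT; cpd 30 min RT (top 110 uM); beads 20 min RT, light-protected.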
GLS inh: blocks human kidney-isoform glutaminase activity | AID 624170 | GLS enzymatic activity, qHTS titration | actives 0.21% (n = 410,000) | Potency, µM (doses to about 45.5 µM), inactives show at the highest dose activity change, negative = inhibition, most hits filed as inhibitors; also: potency is read from the fitted curve at half-maximal effect; % is scaled to controls: 0 for no effect and ±100 for the full control effect
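Compounds were pin-transferred onto hKGA, after which L-glutamine (1 mM solution) and a detection mix of glutamate oxidase, HRP and Amplex Red were added. Initial and 30 min RT fluorescence reads were collected.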
PGK inhibitor: blocks T. brucei phosphoglycerate kinase; P07378; PGK/GAPDH coupled, Kinase-Glo luminescence, 60 min; Potency, µM (top dose mostly 57.5 µM), for inactives: at the top dose activity change, negative = inhibition, hits mostly inhibitors; actives 0.043% (n = 380,000); AID 602233; also: potency is read from the fitted curve at half-maximal effect; % is scaled to controls: 0 for no effect and ±100 for the full control effect; nearly all actives have a fitted effect of over 60% in size
Target sequence (P07378 whole entry, looked up): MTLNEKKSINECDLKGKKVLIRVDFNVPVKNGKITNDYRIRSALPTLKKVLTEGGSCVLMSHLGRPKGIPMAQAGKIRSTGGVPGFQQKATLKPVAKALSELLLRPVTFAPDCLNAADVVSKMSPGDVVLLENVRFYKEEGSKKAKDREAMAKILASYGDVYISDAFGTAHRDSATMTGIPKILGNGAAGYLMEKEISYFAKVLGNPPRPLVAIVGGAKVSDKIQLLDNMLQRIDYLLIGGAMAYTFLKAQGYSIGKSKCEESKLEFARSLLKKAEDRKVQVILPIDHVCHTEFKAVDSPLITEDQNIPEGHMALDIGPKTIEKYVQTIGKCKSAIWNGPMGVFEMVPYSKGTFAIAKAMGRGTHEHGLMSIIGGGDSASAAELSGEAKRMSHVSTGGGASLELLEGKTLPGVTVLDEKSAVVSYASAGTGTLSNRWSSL
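Recombinant glycosomal PGK reaction used 1,3-bisphosphoglycerate generated in-well by GAPDH (100nM final) in 100mM TEA pH 7.6, 5mM MgCl2, 0.01% Tween-20. After 60 minutes at room temperature, ATP was read by Kinase-Glo Plus luminescence end-point.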
PI4K2A inh: inhibitors of human PI4K2A | Q9BTU6 | purified PI4K2A, ADP-Glo luminescence, 1 h; hits give low values | activity change, negative = inhibition, % at 76.9 µM | actives 0.13% (n = 420,000) | AID 1346378; in the data active = activity change below about -50%; inconclusive = mostly about -30% to -49%;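 also: -100% = wells without enzyme as full effect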
Target sequence (Q9BTU6 whole entry, looked up): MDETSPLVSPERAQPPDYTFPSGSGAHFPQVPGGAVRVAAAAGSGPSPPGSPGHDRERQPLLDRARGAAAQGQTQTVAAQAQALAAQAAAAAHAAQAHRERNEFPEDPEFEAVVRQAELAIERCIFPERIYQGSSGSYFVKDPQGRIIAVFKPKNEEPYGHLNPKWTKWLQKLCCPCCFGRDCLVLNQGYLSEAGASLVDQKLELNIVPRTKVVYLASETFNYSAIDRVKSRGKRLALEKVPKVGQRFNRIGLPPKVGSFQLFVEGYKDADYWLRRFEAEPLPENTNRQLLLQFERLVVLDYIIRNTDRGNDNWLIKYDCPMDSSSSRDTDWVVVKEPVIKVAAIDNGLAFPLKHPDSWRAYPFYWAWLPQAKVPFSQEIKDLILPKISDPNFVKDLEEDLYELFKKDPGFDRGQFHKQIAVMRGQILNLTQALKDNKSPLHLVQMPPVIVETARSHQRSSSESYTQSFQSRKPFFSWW
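ADP-Glo luminescence measured ADP generated by PI4K2A enzyme (4 ug/mL before mixing) with 1.2 mM PI substrate (pre-mix) and 300 microM ATP (pre-mix). Tris pH7.5 buffer with MgCl2, Triton X-100; 1 h reaction at ambient temperature.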
G9a inh: inhibitors of human histone lysine methyltransferase G9a; Potency, µM (series often up to 102 µM), inactives show top-dose activity, negative = inhibition, most hits filed as inhibitors; Q96KQ7; G9a H3K9 monomethylation, AlphaScreen, 2 h; AID 504332; actives 8.8% (n = 350,000); also: potency is read from the fitted curve at half-maximal effect; % is scaled to controls: 0 for no effect and ±100 for the full control effect; nearly all actives have a fitted effect of over 75% in size
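Step 1: enzyme (final 20 nM) with compound, 15 min RT. Step 2: substrate peptide 500 nM and SAM 20 uM, 2 h RT. Step 3: anti-H3K9me1 antibody and AlphaScreen beads, 10 min, then plate read.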
HP1b chromo inh: HP1-beta chromodomain-methylated histone interaction inhibition | P83916 | AlphaScreen HP1-beta / biotin-H3K9me3 peptide binding | Potency, µM (titrated, usually from 114 µM), without a hit: at the top dose activity change, negative = inhibition, most hits filed as inhibitors | actives 0.56% (n = 390,000); also: potency is read from the fitted curve at half-maximal effect; nearly all actives have a fitted effect of over 70% in size; inactives centre near 23
Target sequence (P83916 whole entry, looked up): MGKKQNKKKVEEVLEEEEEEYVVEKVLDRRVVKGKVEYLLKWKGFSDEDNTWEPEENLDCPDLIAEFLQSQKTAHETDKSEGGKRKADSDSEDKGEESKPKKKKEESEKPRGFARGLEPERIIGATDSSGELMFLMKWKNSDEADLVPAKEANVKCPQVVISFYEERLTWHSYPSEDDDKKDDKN
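HP1-beta protein (50 nM final) preincubated 30 min at room temperature with biotinylated H3(1-18)K9me3 peptide (50 nM) in PBS pH 7.4, 0.01% Tween-20, then compound added for 30 min. AlphaScreen streptavidin donor/nickel chelate acceptor beads (10 ug/mL final), 30 min dark, luminescence read.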
JMJD2A Tudor: inhibitors of human JMJD2A Tudor domain | O75164 | AlphaScreen JMJD2A-Tudor / H3K4me3 peptide binding | AID 504339 | actives 4.4% (n = 390,000) | Potency, µM (series often up to 114 µM), without a hit: top-dose activity change, negative = inhibition, hits mostly inhibitors; also: potency is read from the fitted curve at half-maximal effect; % is scaled to controls: 0 for no effect and ±100 for the full control effect; nearly all actives have a fitted effect of over 50% in size
ERG Ets-DNA blk: blocks human ERG Ets domain binding to DNA. fluorescence polarization, His-ERG Ets domain / labelled DNA. actives 0.028% (n = 370,000). Potency, µM (top dose mostly 76.9 µM), for inactives: at the highest dose FP activity, negative = inhibition, usual class: inhibitors. AID 624246; active = well fitted inhibition curve with a large enough effect in the polarisation, with a control signal flat; inconclusive = small, poorly fitted or top-dose-only effect, or effect the other way, or a change in a side signal; inactive = no such curve, though single readings can be large or run the other way; the % refers to the polarisation;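 also: polarization taken with two DNA probes labelled with fluorescein and Texas red; potency is read from the fitted curve at half-maximal effect; % of control where 0% means no effect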
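His-tagged ERG Ets domain (1 uM in the protein solution; 300mM KCl, 50mM Tris-HCl, 1mM EDTA, 1mM DTT, pH 7.5) received compound, then a probe mix of 5 nM fluorescein-DNA and 100nM Texas-615-DNA. Fluorescence polarization was read for both dyes.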
Pin1 inh: blocks the human prolyl isomerase Pin1; Q13526; Pin1 FP peptide displacement, HiFluor488, 10 min; Potency, µM (highest dose often 115 µM), inactives show at the top dose activity, negative = inhibition, hits mostly inhibitors; actives 0.009% (n = 390,000); AID 504891; active = well fitted inhibition curve with a large enough effect in the polarisation, with a control signal flat, not every such curve was filed as active; inconclusive = small, poorly fitted or top-dose-only effect, or effect the other way, or a change in a side signal; inactive = no such curve, though single readings can be large or run the other way; the % refers to the polarisation; also: potency is read from the fitted curve at half-maximal effect; % is scaled to controls: 0 for no effect and ±100 for the full control effect
An asterisk follows results filed as active; i = inactive; ? = inconclusive; / = no result given; [ ] = dose if it differs, or a comment. Unless noted, calls follow the shape of the dose curve; as a rule, active = well fitted curve in the direction sought with a large enough effect; inconclusive = small, poorly fitted or top-dose-only effect, or another doubt; inactive = no such curve, though single readings can be large; an effect the other way counts as inactive or inconclusive.

Results follow in this order: BAZ2B block	GLS inh	PGK inhibitor	PI4K2A inh	G9a inh	HP1b chromo inh	JMJD2A Tudor	ERG Ets-DNA blk	Pin1 inh
1) O=C(OCC(=O)N1CCCC1)c1cc([N+](=O)[O-])ccc1Cl
 : 3%	-4%	-9%	8	12%	26%	-10%	-6%	-2%
2) Cc1cc(O)c(C(=O)/C=C/c2ccc(Cl)cc2)c(=O)o1
 : -17%	-3%	-9%	-4	-7%[2.33 µM]	-20%	-30%	32%[activator]	?
3) CSc1nc(-c2ccco2)nn1C(=O)c1cccs1
 : -29%	-10%	i	-4	-50%[59 µM]	47%[activator]	-1%	11%	-5%
4) CCCCN(C)CCNC(=O)Cn1ncc2c(=O)oc3ccc(C)cc3c21
 : -6%	2%	-4%	-1	18%	7%	-13%	19%	-2%
5) CCCOc1ccc(-c2nnn(CC(=O)N3CCC(C)CC3)n2)cc1
 : 8%	1%	4%	-3	-1%[59 µM]	24%	-13%	/	-8%
6) CCOC(=O)C1CCN(c2nc3ccccc3nc2C(C#N)C(=O)OC(C)COC)CC1 (stereo not drawn)
 : -1%	3%	-3%	1	-1%[12.7 µM]	23%	-11%	4%	?
7) Cc1ccc(Oc2nc3c(c(=O)n(Cc4ccccc4F)c(=O)n3C)n2C)cc1
 : ?	?	i	-6	-3%[12.7 µM]	-3%	-25%	3%	-1%
8) CNC(=O)COC(=O)/C=C/c1nc2ccccc2s1
 : -17%	-3%	-1%	0	24%[59 µM]	34%	-11%	-9%	-1%
9) CC(C)Sc1nnc(CNC(=O)C23CC4CC(CC(C4)C2)C3)n1C1CCCCC1
 : 8%	-6%	-3%	-2	20µM*	17%	-27%	-7%	-1%
10) CCN(C(=O)COc1ccc(C)cc1OC)c1cccc2ccccc12
 : /	3%	-4%	5	/	10%	-23%	-3%	4%
11) CCOC(=O)N1CCc2c(sc(NCc3cccc(F)c3)c2C(=O)Nc2ccc(OCC)cc2)C1
 : ?	-10%	-5%	-19	2µM*	-13%	?	0%	-12%
12) Cn1cc([N+](=O)[O-])c(C(=O)Nc2ccc3c(c2)OCCO3)n1
 : -34%	-6%	-11%[11.5 µM]	-18	?	17%	-5%	/	-1%
13) CCOC(=O)c1c(C)[nH]c(C)c1S(=O)(=O)NCc1cc(C)ccc1C
 : 50µM*	3%	-5%	4	?	17%	?	-2%	-11%
14) O=C(Cn1c(SCc2cccc(F)c2)nc2ccncc21)Nc1ccc(Cl)cc1F
 : -10%	0%	-8%	-4	-2%[59 µM]	27%	-1%	5%	2%
15) CN(c1ccccc1)S(=O)(=O)c1cccc(C(=O)NNC(=O)c2ccncc2)c1
 : 10%	6%	-2%	0	2%	26%	-2%	-10%	0%
16) Cc1cc(C)n(CC(=O)c2cccc(N)c2)n1
 : -21%	3%	11%	2	31%[12.7 µM]	32%	5%	7%	-2%
17) Cc1ccc(C)c(/C=N/Nc2ccccn2)c1
 : -18%	-29%	-3%	3	-5%	28%	-6%	-1%	1%
18) CCN1C(=O)C(CC(=O)Nc2ccc(OC)cc2)N(Cc2ccco2)C1=S (stereo not drawn)
 : 11%	15%	i	4	39%[59 µM]	?	-32%	5%	-7%
19) CCOC(=O)c1c(NC(=O)c2ccc(C)cc2)sc2c1CC(C)(C)OC2
 : 59%[activator]	-10%	-6%	-14	16%[12.7 µM]	26%	51%[activator]	-2%	-2%
20) CCc1cccc(C)c1Nc1c(-c2ccsc2)nc2ncccn12
 : ?	6%	-3%	-1	-43%[59 µM]	0%	-35%	0%	23%
21) COc1ccc(NC(=O)CCCn2nc(C)c3c(C)n(-c4ccccc4)nc3c2=O)cc1
 : 1%	-3%	-7%	10	/	53%[activator]	-14%	-7%	0%
22) COc1ccc(N(C(C)=O)S(=O)(=O)c2cc(OC)ccc2OC)cc1
 : -3%	-1%	-2%	10	-7%[12.7 µM]	21%	-12%	-3%	-5%
23) COc1ccc(-c2[nH]ncc2CN2CCSCC2)c(OC)c1
 : -3%	-10%	i	11	2%	17%	-6%	1%	-12%
24) Cc1cc2nccc(-c3cccnc3)n2n1
 : 2%	-7%	-1%	3	-3%	12%	-7%	-2%	3%
25) O=c1c2nnn(-c3cccc(F)c3)c2ncn1Cc1ccccn1
 : -14%	-6%	i	-9	6%	41%[activator]	-3%	5%	7%
26) O=C(CCc1ccc(S(=O)(=O)N2CCOCC2)cc1)OCC(=O)c1ccc(Br)cc1
 : /	-1%	-8%	-25	/	27%	-15%	0%	20%
27) COCc1nnc(NC(=O)C(C)C)s1
 : 4%	-4%	-8%	0	12%[59 µM]	30%	-3%	-6%	-5%
28) O=Cc1cn(CC(O)CN2CCCCC2)c2ccccc12 (stereo not drawn)
 : -5%	0%	9%	-6	/	49%[activator]	-4%	-8%	6%
29) CCC(C)(C)n1nnnc1C(c1ccccn1)N1CCOCC1 (stereo not drawn)
 : 9%	-3%	-10%	-2	?	8%	-9%	/	-4%
30) Cc1ccc(C(=O)N2CCN(S(=O)(=O)c3ccccc3[N+](=O)[O-])C2)cc1
 : -19%	7%	-1%	-6	-29%	20%	-32%	18%	-1%

The results go on:
Results follow in this order: BAZ2B block	GLS inh	PGK inhibitor	PI4K2A inh	G9a inh	HP1b chromo inh	JMJD2A Tudor	ERG Ets-DNA blk	Pin1 inh
31) CC(c1ccon1)N(C)Cc1cn(C)nc1-c1cccc(Cl)c1 (stereo not drawn)
 : 0%	-5%	-6%	1	?	24%	-8%	-1%	2%
32) CCOC(=O)C(=CNNc1ccccc1)C(=O)OCC
 : ?	?	-8%	4	2µM*	-35%	79µM*	-14%	-2%
33) S=c1[nH]nc(Cc2noc3ccccc23)n1-c1ccc(Cl)cc1
 : -13%	28%	-4%	-2	1.4µM*	0%	?	0%	-2%
34) COc1ccc2sc(N(CCN(C)C)C(=O)/C=C/c3cccs3)nc2c1
 : /	-6%	i	6	?	2%	?	-19%	0%
35) O=S(=O)(NCCc1cn2ccccc2n1)c1ccc2c(c1)OCCO2
 : 6%	14%	8%	-2	-35%	26%	-7%	-3%	-14%
36) COCCn1c(C)cc(O)c(C(c2ccccc2Cl)N2CCCCC2)c1=O (stereo not drawn)
 : 1%	3%	-5%	2	-1%[59 µM]	36%[57 µM]	4%	-3%	-1%
37) COC(=O)c1ccccc1NC(=S)NC(C)=O
 : 0%	-6%	-10%	-1	/	44%[activator]	-12%	-25%	-11%
38) COC(=O)CCc1c(C)c(C(=O)c2cccc(OC)c2OC)c2ccccn12
 : -9%	1%	-4%	7	-1%[2.33 µM]	-5%	-26%	-3%	5%
39) CCCCNC(=S)NNC(=O)c1csc(C)c1
 : 1%	14%	-3%	1	-4%[59 µM]	56%[activator]	-7%	-13%	-1%
40) C=CCOc1ccc2cccc(/C=N/NC(=O)c3cc4cc([N+](=O)[O-])ccc4s3)c2c1
 : -33%	-1%	-3%	-1	-1%	9%	-13%	14%	1%
41) O=C1Cc2cc(NS(=O)(=O)c3cc(F)ccc3F)cc3c2N1CCC3
 : 3%	-1%	-7%	-2	-37%	16%	-6%	-4%	-1%
42) Cc1ccc(S(=O)(=O)NC(C)C(=O)Nc2ccccc2C(=O)N2CCCC2)cc1 (stereo not drawn)
 : ?	-2%	-9%	-6	?	31%	29%[57.1 µM]	5%	-1%
43) Cc1ccc(CNC(=O)/C=C/c2ccccc2Cl)cc1
 : -24%	-6%	1%	2	-5%	34%	0%	14%	1%
44) Cc1nn(C)cc1CNCc1ccc(OCC(O)CN(C)Cc2ccccc2)cc1 (stereo not drawn)
 : 0%	-6%	i	2	0%	34%	-11%	1%	3%
45) CCC(NS(=O)(=O)c1ccc(OC)cc1)C(=O)NCCC1=CCCCC1 (stereo not drawn)
 : 11%	0%	-8%	-1	?	24%	-15%	/	-1%
46) O=C1NC2=C(C(=O)CCC2)C(c2ccc3ncccc3c2)N1 (stereo not drawn)
 : 1%	14%	-7%	2	-3%[12.7 µM]	7%	-9%	/	-2%
47) COCc1nnc(NC(=O)c2ccc(S(=O)(=O)N3CCOCC3)cc2)o1
 : 18µM*	2%	-1%	-4	/	44%[activator]	32µM*	1%	-5%
48) CC1=NNC(=O)C1CCC(=O)N/N=C/c1ccco1 (stereo not drawn)
 : -3%	0%	i	5	21%	22%	-17%	12%	-5%
49) O=C(NCc1ccco1)c1cc(S(=O)(=O)N2CCCc3ccccc32)ccc1Cl
 : -38%	-15%	-2%	1	0%[59 µM]	-2%	?	-3%	1%
50) O=C(Cc1ccc(F)cc1)N[C@@H]1c2ccccc2CC[C@@H]1OCc1ccccc1
 : /	15%	6%	-3	/	24%	-19%	-5%	-6%
51) Cc1ccc(OCc2ccc(C(=O)NCc3cccnc3)cc2)cc1C
 : -21%	-4%	-3%	1	7%[59 µM]	19%	-30%	2%	-10%
52) COc1cc(NC(=O)c2ccc(OCc3c(C)noc3C)c(OC)c2)cc(OC)c1
 : /	8%	-7%	-1	/	25%	-12%	9%	0%
53) Cc1ccc(NC(=O)NCc2ccncc2)cc1Cl
 : -17%	0%	-7%	-8	14%	11%	-3%	4%	-5%
54) Cc1ccc(C)c(N2CCN(C(=O)c3ccc(CS(=O)(=O)c4ccccc4C)o3)CC2)c1
 : -10%	9%	-2%	-2	-6%[12.7 µM]	15%	-31%	6%	7%
55) Cc1ccc(OC(C)C(=O)N2CCCc3ccccc32)cc1 (stereo not drawn)
 : 2%	-1%	0%	-2	1%[59 µM]	12%	-3%	-3%	1%

Assay outcomes as filed in PubChem BioAssay.

Rows are unselected; about 11% have a hit in one of these screens.
